# Screening results (PubChem)
# GLS inh – blocks human kidney-isoform glutaminase activity | Potency, µM (top dose mostly 45.5 µM), for inactives: top-dose activity change, negative = inhibition, actives largely listed as inhibitors | GLS enzymatic activity, qHTS titration | 410,000 compounds, 0.21% hits | O94925; note: % is set by controls: 0 for no effect and ±100 for the full control effect
#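 Assay buffer: 45 mM KH2PO4 pH 8.2, 0.02% Tween-20. hKGA acts on L-glutamine (1 mM solution added); product glutamate is reported by an oxidase/peroxidase Amplex Red coupling, with fluorescence taken at baseline and 30 min.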
# JMJD2A Tudor inh – JMJD2A Tudor domain (human) inhibition; O75164; AlphaScreen JMJD2A-Tudor / H3K4me3 peptide binding; Potency, µM (series often up to 114 µM), without a hit: at the top dose activity change, negative = inhibition, hits mostly inhibitors; 390,000 compounds, 4.4% hits; AID 504339; note: % is set by controls: 0 for no effect and ±100 for the full control effect; nearly all actives have a fitted effect of over 50% in size
# HP1b binding inh – HP1-beta chromodomain-methylated histone interaction inhibition; 390,000 compounds, 0.56% hits; Potency, µM (doses to about 114 µM), inactives show top-dose activity change, negative = inhibition, usual class: inhibitors; P83916; AlphaScreen HP1-beta / biotin-H3K9me3 peptide binding; note: nearly all actives have a fitted effect of over 70% in size; inactives centre near 23
#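 Compound inhibition of the preformed complex between 50 nM HP1-beta and 50 nM biotinylated H3K9me3 peptide was read by AlphaScreen. Buffer was PBS pH 7.4 with 0.01% Tween-20. Incubations ran 30 min at room temperature, with 10 ug/mL donor/acceptor beads.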
# rTrxR1 inhibitor – rat TrxR1 inhibition. Potency, µM (highest dose often 114 µM), for the others: top-dose activity change, negative = inhibition, usual class: inhibitors. recombinant rTrxR1, NADPH fluorescence consumption, selenite substrate. O89049. 390,000 compounds, 1% hits; note: % is set by controls: 0 for no effect and ±100 for the full control effect; nearly all actives have a fitted effect of over 65% in size
#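 Rat TrxR1 (90 nM in the dispensed reagent) was pre-reduced with 400 uM NADPH for 5 min at room temperature, then incubated with compound for 15 min. After 400 uM selenite was added, NADPH fluorescence (Ex 340/Em 450 nm) was followed for 8 min.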
# ERG-DNA inh – ERG Ets/DNA interaction inhibition | Potency, µM (top dose mostly 76.9 µM), without a hit: top-dose FP activity, negative = inhibition, most hits filed as inhibitors | P11308 | fluorescence polarization, His-ERG Ets domain / labelled DNA | 370,000 compounds, 0.028% hits | AID 624246; active = well fitted inhibition curve with a large enough effect in the polarisation, with a control signal flat; inconclusive = small, poorly fitted or top-dose-only effect, or effect the other way, or a change in a side signal; inactive = no such curve, though single readings can be large or run the other way; the % refers to the polarisation;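 note: polarization taken with two DNA probes labelled with fluorescein and Texas red; % of control where 0% means no effect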
# Target sequence (P11308 whole entry, looked up, the tested form may be a part): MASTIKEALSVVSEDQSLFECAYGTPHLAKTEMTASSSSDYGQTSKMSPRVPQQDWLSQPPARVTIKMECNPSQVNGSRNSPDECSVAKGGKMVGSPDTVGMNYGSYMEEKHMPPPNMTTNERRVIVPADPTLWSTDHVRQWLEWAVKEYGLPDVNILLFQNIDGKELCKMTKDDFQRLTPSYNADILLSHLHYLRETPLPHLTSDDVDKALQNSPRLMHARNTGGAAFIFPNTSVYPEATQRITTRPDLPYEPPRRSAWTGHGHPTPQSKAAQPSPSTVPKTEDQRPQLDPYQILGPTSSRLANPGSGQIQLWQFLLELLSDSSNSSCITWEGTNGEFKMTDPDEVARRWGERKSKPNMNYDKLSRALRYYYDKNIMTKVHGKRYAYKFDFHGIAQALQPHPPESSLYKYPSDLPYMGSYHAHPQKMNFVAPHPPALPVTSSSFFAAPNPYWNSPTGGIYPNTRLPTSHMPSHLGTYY
#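 His-tagged ERG Ets domain (1 uM in the protein solution; 300mM KCl, 50mM Tris-HCl, 1mM EDTA, 1mM DTT, pH 7.5) received compound, then a probe mix of 5 nM fluorescein-DNA and 100nM Texas-615-DNA. Fluorescence polarization was read for both dyes.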
# PGK inhibitor – blocks T. brucei phosphoglycerate kinase; P07378; PGK/GAPDH coupled, Kinase-Glo luminescence, 60 min; Potency, µM (series often up to 57.5 µM), inactives show top-dose activity change, negative = inhibition, usual class: inhibitors; 380,000 compounds, 0.043% hits; AID 602233; note: % is set by controls: 0 for no effect and ±100 for the full control effect; nearly all actives have a fitted effect of over 60% in size
# Target sequence (P07378 whole entry, looked up): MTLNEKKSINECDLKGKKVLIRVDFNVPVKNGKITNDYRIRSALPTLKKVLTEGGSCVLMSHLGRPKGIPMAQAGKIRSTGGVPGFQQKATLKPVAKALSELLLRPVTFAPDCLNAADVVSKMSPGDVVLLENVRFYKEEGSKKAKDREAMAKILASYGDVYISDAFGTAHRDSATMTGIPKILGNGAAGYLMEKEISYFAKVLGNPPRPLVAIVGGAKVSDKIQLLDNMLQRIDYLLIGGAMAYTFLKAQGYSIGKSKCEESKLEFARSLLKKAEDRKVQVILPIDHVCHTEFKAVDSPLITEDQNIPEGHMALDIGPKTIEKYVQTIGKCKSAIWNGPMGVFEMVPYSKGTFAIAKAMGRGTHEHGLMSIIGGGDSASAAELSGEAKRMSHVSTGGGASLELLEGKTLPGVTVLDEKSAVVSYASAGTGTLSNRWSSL
#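 Luminescent ATP detection (Kinase-Glo Plus) follows a 60-minute room-temperature incubation, with wells lacking PGK as controls. Buffer: 100 mM TEA (pH 7.6), 5 mM MgCl2, 0.01% Tween-20. Coupling enzyme GAPDH (100 nM final) supplies unstable 1,3-BPG in-well.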
# 12-LOX inh – ALOX12 (human) lipoxygenase inhibition | Potency, µM (highest dose often 108 µM), for inactives: top-dose activity change, negative = inhibition, actives largely listed as inhibitors | purified 12hLO, xylenol orange hydroperoxide absorbance | AID 1671190 | 580,000 compounds, 1.1% hits | P18054; note: % is set by controls: 0 for no effect and ±100 for the full control effect
#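 Purified human 12hLO at 150 nM in 25 mM Hepes, 0.01% Triton X-100, pH 7.0, preincubated 15 min at room temperature with compound. Reaction started with 40 uM arachidonic acid, 30 min at room temperature. Hydroperoxide measured by Fe-xylenol orange, 573/405 nm absorbance ratio.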
# RGS4 inhibitor – inhibitors of human regulator of G protein signaling 4; 390,000 compounds, 0.039% hits; Potency, µM (titrated, usually from 114 µM), inactives show at the top dose activity change, negative = inhibition, actives largely listed as inhibitors; Transcreener GDP fluorescence polarization, RGS4-accelerated GTP hydrolysis; P49798; AID 504845; note: % is set by controls: 0 for no effect and ±100 for the full control effect; nearly all actives have a fitted effect of over 75% in size; some results filed as inactive show a strong effect at the top dose
#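 MLSMR compounds (23 nl, pin-transferred) preincubated 10 min at room temperature with a 500nM (2x) first reagent, then RGS4 at 900nM (2x) plus Transcreener GDP mix added; fluorescence polarization (620/688 nm) read before and after 90 min at 30 °C.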
# Pin1 inh – blocks the human prolyl isomerase Pin1 | Q13526 | Pin1 FP peptide displacement, HiFluor488, 10 min | Potency, µM (series often up to 115 µM), inactives show top-dose activity, negative = inhibition, most hits filed as inhibitors | 390,000 compounds, 0.009% hits; active = well fitted inhibition curve with a large enough effect in the polarisation, with a control signal flat, not every such curve was filed as active; inconclusive = small, poorly fitted or top-dose-only effect, or effect the other way, or a change in a side signal; inactive = no such curve, though single readings can be large or run the other way; the % refers to the polarisation; note: % is set by controls: 0 for no effect and ±100 for the full control effect
# Target sequence (Q13526 whole entry, looked up): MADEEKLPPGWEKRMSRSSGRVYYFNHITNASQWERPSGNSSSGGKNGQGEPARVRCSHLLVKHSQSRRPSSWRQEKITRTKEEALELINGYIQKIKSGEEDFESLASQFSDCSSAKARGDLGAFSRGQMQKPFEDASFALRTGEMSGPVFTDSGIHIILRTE
# An asterisk follows results filed as active; i = inactive; ? = inconclusive; / = no result given; & = joins results of further samples; ! = a repeat was not active; [ ] = dose if it differs, or a comment. Unless noted, calls come from the whole dose curve; as a rule, active = well fitted curve in the direction sought with a large enough effect; inconclusive = small, poorly fitted or top-dose-only effect, or another doubt; inactive = no such curve, though single readings can be large; an effect the other way counts as inactive or inconclusive. Potency is the fitted concentration of half-maximal effect. A portion of the library; count on the stated rates, not on these rows.
GLS inh	JMJD2A Tudor inh	HP1b binding inh	rTrxR1 inhibitor	ERG-DNA inh	PGK inhibitor	12-LOX inh	RGS4 inhibitor	Pin1 inh	smiles
8%	-11%	16%	7%	/	i	333%[activator]	9%	-4%	CCOc1ccc(S(=O)(=O)NCCC(=O)N2CCN(c3ncccn3)CC2)cc1
8%	-25%	-16%	-2%[57.1 µM]	0%	-1%	31%[activator]	-16%	4%	COc1ccc(N(C(=O)Cn2nnc3ccccc32)C(C(=O)NCc2ccco2)c2ccc(C)o2)cc1 (centres undefined)
3%	-6%	34%	14%	-6%	-7%	-157%	-5%	-1%	Cc1noc(C(=O)Nc2cccnc2Cl)c1Cl
-29%	1%	17%	15%	-23%	1%	-13%	-12%	0%	COC(=O)c1ccc(CNC(=O)N2CCN(S(=O)(=O)c3ccc(C)cc3)CC2)cc1
2%	1%	35%	5%	12%	8%	-1%	28%	0%	CCC1CCCCN1C(=O)CCC(=O)Nc1nnc(C(F)(F)F)s1 (centres undefined)
5%	56µM*	?	9%	-1%	/	?	-12%	3%	CCN(CC)c1ccc(/C=N/Nc2nc3ccccc3[nH]2)cc1
5%	-10%	1%	16%	-5%	0%	0%	12%	-11%	CCc1ccc(C(C(=O)NC2CCCC2)N(Cc2cccnc2)C(=O)c2csnn2)cc1 (centres undefined)
21%	-19%	8%	-17%	6%	9%	5%	-13%	2%	Cc1c(Cl)cccc1NC(=O)Cn1c(CCC(=O)O)ccc1-c1cccs1
-9%	-11%	38%	7%	-3%	-9%	136%[activator]	-17%	?	O=C(COc1cccc2cccnc12)Nc1cccc(S(=O)(=O)N2CCCC2)c1
-28%	-3%[11.4 µM]	-2%	-3%[57.1 µM]	-4%	-2%	-50%	-16%[11.4 µM]	-11%	CC(=O)NS(=O)(=O)c1cccnc1Nc1ccc(Cl)c(Cl)c1
-2%	-28%	11%	8%	4%	-4%	-8%	2%	-1%	Cc1ccc(CNC(=O)Nc2cn(CC(C)C)c(=O)c3ccccc23)cc1
0%	-8%	41%[activator]	5%	-3%	-5%	-20%	-15%	-14%	CN1CCN(S(=O)(=O)c2ccc(NC(=O)C3CCCO3)cc2)CC1 (centres undefined)
2%	-17%	18%	-2%	/	-11%	-1%	-13%	-7%	CCn1ncc(Br)c1C(=O)Nc1cc([N+](=O)[O-])ccc1C
-2%	-35%	8%	9%	2%	i	?	?	6%	CC(C)NCc1c(O)c(Br)cc2oc3c(c12)CCCC3
25%	-4%	28%	15%[11.4 µM]	-15%	i	?	2%	-8%	Clc1cccc(Cl)c1Cn1nnc(N2CCCC2)n1
-3%	-12%	32%	-1%[57.1 µM]	?	i	-14%	-14%	?	Cc1cc2cc(CNC(=O)c3ccc(S(=O)(=O)N4CCCC4)cc3)ccc2n1C
9%	-18%	19%	25%[57.1 µM]	-8%	-1%	0%	19%	0%	Cc1ccc(S(=O)(=O)N2CCOCC2)cc1C(=O)N1CCOCC1
9%	-10%	35%	20%[57.1 µM]	2%	-9%	15%	-8%	-5%	CC(C)=CCCC1=CCC2C(=O)NNC(=O)C2C1 (centres undefined)
-1%	-10%	35%[activator]	?	3%	-10%	?	-31%	1%	CC(=O)c1cccc(NC(=O)c2ccc(Br)o2)c1
-8%	-13%	26%	28%[57.1 µM]	-12%	-4%	-16%	0%	-2%	CCN(CC)c1ccc(C(=O)OCC(=O)N(C(C)C)C(C)C)cc1
21%	-9%	16%	0%[57.1 µM]	2%	2%	2%	2%	-3%	CCOC(=O)c1c(CN2CCCCC2)oc2ccc(O)cc12
-6%	9%	23%	2%	-6%	3%	-2%	35%	0%	N/C(=N\OC(=O)C(c1ccccc1)c1ccccc1)c1cccnc1
0%&-5%	-21%&-13%	24%&53%	-7%&-2%	-4%&4%	-9%	?	0%&-6%	-4%&-1%	O=C(NCCc1ccc(Cl)cc1)c1ccc(CS(=O)Cc2ccccc2Cl)o1 (centres undefined)
-2%	49%[activator]	83%[activator]	36%	-1%	-6%	21%	7%	-3%	COC(=O)C1=CN(Cc2ccc(OC)c(OC)c2)C=C(C(=O)OC)C1c1cccc(OC)c1OC

# Filtered by structure, the entries above containing an aryl methoxy group (2)
GLS inh	JMJD2A Tudor inh	HP1b binding inh	rTrxR1 inhibitor	ERG-DNA inh	PGK inhibitor	12-LOX inh	RGS4 inhibitor	Pin1 inh	smiles
8%	-25%	-16%	-2%[57.1 µM]	0%	-1%	31%[activator]	-16%	4%	COc1ccc(N(C(=O)Cn2nnc3ccccc32)C(C(=O)NCc2ccco2)c2ccc(C)o2)cc1 (centres undefined)
-2%	49%[activator]	83%[activator]	36%	-1%	-6%	21%	7%	-3%	COC(=O)C1=CN(Cc2ccc(OC)c(OC)c2)C=C(C(=O)OC)C1c1cccc(OC)c1OC

# Further results.
GLS inh	JMJD2A Tudor inh	HP1b binding inh	rTrxR1 inhibitor	ERG-DNA inh	PGK inhibitor	12-LOX inh	RGS4 inhibitor	Pin1 inh	smiles
-7%	-8%	26%	22%[57.1 µM]	-6%	-4%	0%	22%	2%	Cc1cccc2cc(CNCC3CCCO3)c(Cl)nc12 (centres undefined)
-23%	-15%	7%	-2%[57.1 µM]	-9%	6%	-7%	-22%	-6%	CN(C)c1ccc(/C=N/O)cc1
2%	-9%	37%	7%	4%	i	-2%	17%	-2%	C=CCn1c(NC(=O)c2ccccc2)nc2ccccc21
1%	-24%	23%	17%	-4%	0%	-3%	7%	-9%	O=C(CSc1nc2ncc(Cl)cc2[nH]1)NCCc1ccc(F)cc1
1%	-29%	17%	10%	6%	1%	-17%	-20%	15%	CCN(CC(=O)Nc1ccc(NC(C)=O)cc1)C(=O)/C=C/c1cn(-c2ccccc2)nc1-c1cccs1
-2%	-10%	21%	23%	-2%	-2%	4%&-9%	-25%	-11%	CC(C)NC(=O)c1nn(-c2ccccc2F)nc1CO
6%	-20%	2%	-8%	-4%	-18%	-6%	-4%	7%	COc1cc(-c2nc3n(n2)C(c2ccc(F)cc2)C2=C(CCCC2=O)N3)cc(OC)c1OC (centres undefined)
-1%	-25%	28%	2%[57.1 µM]	6%	-3%	-8%	-4%	3%	Cc1ccc(S(=O)(=O)N2Cc3ccccc3CC2C(=O)Nn2cnnc2)cc1 (centres undefined)
0%	3%	34%	-2%	3%	i	-20%	-23%	-2%	O=C(NCc1cccnc1)C1COc2ccccc2O1 (centres undefined)
-7%	1%	31%	17%	-19%	-10%	-2%	-37%	5%	Cc1ccc(/C=N/NC(=O)c2cccc3ccccc23)o1
-4%	-13%	12%	35%	7%	/	-1%	-7%	1%	Cc1ccc(S(=O)(=O)NCCc2nnc3ccc(NCCCOC(C)C)nn23)cc1
18%	-8%	38%	2%	/	-1%	368%[activator]	20%	1%	O=C(NNC(=O)C12CC3CC(CC(C3)C1)C2)c1ccccc1O
-5%	-16%	-25%	8%[57.1 µM]	1%	-3%	0%	-13%	-12%	COc1cccc(CNC(=O)c2cnc3sc(N4CCCC4)nn3c2=O)c1OC
25%	-3%	27%	-1%	-32%	-1%	-21%	-1%	-10%	COc1cc(/C=N/NC(=O)CSc2n[nH]c(=O)[nH]c2=O)cc(OC)c1O
-8%	-9%	44%[activator]	?	-14%	-1%	3%	32%	4%	c1nc(NCC2(N3CCOCC3)CCCCC2)c2ccsc2n1
2%	?	8%	0%[57.1 µM]	3%	-5%	-3%	-46%	?	Cc1cccc(-n2c(SCc3cc(=O)n4ccsc4n3)nc3ccccc32)c1
4%	-15%	16%	10%[11.4 µM]	-14%	-3%	-1%	32%	2%	CC(=O)C1(C)C(=O)N(c2ccc(F)cc2)C(=O)N1c1ccc(F)cc1 (centres undefined)
/	-18%	34%	-23%	-14%	-9%	7%	22%	1%	CCOc1cc2[nH]c(=S)n(CCN3CCC(C)CC3)c(=O)c2cc1OCC
7%	-10%	28%	14%[57.1 µM]	4%	i	-1%	11%	-6%	O=C(CSc1ccccc1)NCc1ccccc1
24%	-16%	22%	8%	3%	-10%	-5%&-9%	17%	-2%	COc1ccc(CCNC(=O)Cc2c(C)c3ccc(O)c(C)c3oc2=O)cc1OC
4%	-8%	21%	10%	-2%	-4%	-10%	15%	-4%	Nc1nc(CSc2ccccc2)nc(N2CCCCC2)n1
-7%	-21%	20%	33%	-3%	i	-28%	-13%	19%	Cc1cc2oc(=O)c(CC(=O)NCCc3ccccc3F)c(C)c2c2occ(C(C)(C)C)c12
3%	3%	37%	28%	1%	/	-8%	-37%	3%	CCCSc1ncc(Cl)c(C(=O)Nc2scc(-c3ccc(C)cc3)c2C(=O)OCC)n1
1%	-17%	19%	-6%	/	-1%	0%	-10%	-16%	O=S(=O)(/N=C(/c1ccccc1)N1CCCCC1)c1ccccc1
-3%	1%	27%	-9%	-24%	-3%	5%	3%	-3%	NS(=O)(=O)c1ccc(CCNC(=O)C2CCCCC2)cc1
10%	-34%	25%	5%	-3%	-4%	45µM*!	-14%	-6%	CCc1c(CN2CCN(c3ccc(F)cc3)CC2)csc1C
-4%	40µM*	-9%	-10%	-9%	-1%	/	-17%	5%	COc1ccc(CNC[C@@H](CCCCN(C)Cc2ccc(OC)cc2)N2C[C@H](c3ccccc3)N(CCc3ccc(Cl)c(Cl)c3)C(=O)C2=O)cc1
7%	-10%	33%	7%	-6%	-6%	-5%	-11%	-3%	COc1ccc(N=C2CC(C)(C)CC(=O)/C2=C(/O)c2ccccc2)cc1
